# HTR5A ag ctr: HTR5A agonism, opioid heterodimer counter-screen | P47898 | HTR5A agonist assay, luminescence, cell-based | activation, % at 9.3 µM | 0.61% of 340,000 active | AID 504692; in the data active means activation mostly above about 9.5%, no sharp cut-off; inactive means mostly below about 7.6%;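 further: 0% = cells with vehicle only and 100% = reference agonist; strong numbers were not always called active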
# Arrestin-AP2 inh: blocks beta-arrestin peptide binding to AP2 adaptin. FITC-arrestin peptide / GST-AP2 beads, flow cytometry; AP2 beta2 appendage carries R879A mutation. inhibition, % at 10 µM. 0.31% of 340,000 active. AID 504490;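 active means inhibition above a set limit, near 3 SD of compounds lacking own fluorescence, cut at about 54% in these data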;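 further: plate controls were DMSO wells for no effect and 5 µM unlabelled arrestin peptide for full effect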
#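 Test system: GST-tagged AP2 beta2-adaptin appendage (R879A) on 4 µm glutathione beads; also added: fluorescein-tagged arrestin peptide at 50 nM final; timing: 12 min plus 1 h, RT; signal: flow cytometry, FL1 (488/535 nm); read-out: percent drop in bead-associated FITC signal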
# MOR-DOR inv ag: inverse agonist of human OPRM1-OPRD1 heterodimerization; cell-based MOR-DOR heterodimer luminescence, inverse agonism; inhibition, % at 9.3 µM; 0.21% of 340,000 active; in the data active means inhibition above about 22%, passing the limit was not always enough;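 further: 0% = cells with DMSO and 100% = wells without cells with DMSO; values of inactives mirror those of a sister screen read the other way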
# Target sequence (P35372 whole entry, looked up): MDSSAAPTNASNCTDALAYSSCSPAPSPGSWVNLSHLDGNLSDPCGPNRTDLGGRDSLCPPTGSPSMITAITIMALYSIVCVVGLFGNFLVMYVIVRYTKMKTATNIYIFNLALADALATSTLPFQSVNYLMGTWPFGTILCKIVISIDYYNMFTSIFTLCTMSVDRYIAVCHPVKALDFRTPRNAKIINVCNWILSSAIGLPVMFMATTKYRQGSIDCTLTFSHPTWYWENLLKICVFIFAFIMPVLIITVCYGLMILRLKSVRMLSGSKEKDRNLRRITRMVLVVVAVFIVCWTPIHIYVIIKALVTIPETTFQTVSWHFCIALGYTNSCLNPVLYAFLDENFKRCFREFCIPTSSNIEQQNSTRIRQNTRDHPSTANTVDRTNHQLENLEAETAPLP
# Target sequence (P41143 whole entry, looked up): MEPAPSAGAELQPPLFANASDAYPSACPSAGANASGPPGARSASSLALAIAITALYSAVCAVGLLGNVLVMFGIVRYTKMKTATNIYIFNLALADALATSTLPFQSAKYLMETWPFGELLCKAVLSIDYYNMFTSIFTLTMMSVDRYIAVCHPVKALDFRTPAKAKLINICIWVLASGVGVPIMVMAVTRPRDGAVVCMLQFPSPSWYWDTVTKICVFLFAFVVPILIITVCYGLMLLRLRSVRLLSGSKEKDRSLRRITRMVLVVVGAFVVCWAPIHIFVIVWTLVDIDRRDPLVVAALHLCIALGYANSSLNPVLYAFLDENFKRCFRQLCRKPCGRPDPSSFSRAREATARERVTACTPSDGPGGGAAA
# PKA-R2B act: PKA-R2B complex activation; 0.079% of 340,000 active; AID 504700; PKA-R2B holoenzyme dissociation, Cy5-IP20 fluorescence polarization; R2B truncated from residue 108, S112A mutant; 0% DMSO only, 100% 113 µM cGMP; activation, % at 11.4 µM; P22694+P31323;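 active means activation above a cutoff set at the mean over all compounds plus 3 SD, cut at about 18% in these data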;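 further: higher means more holoenzyme dissociation and a rise in polarization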
# OPRM1-OPRD1 ag: OPRM1-OPRD1 heterodimerization agonism; AID 504326; cells, luminescence; activation, % at 9.3 µM; 0.3% of 340,000 active; in the data active means activation above about 18%;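 further: 0% = vehicle-treated cells and 100% = reference agonist; values of inactives mirror those of a sister screen read the other way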
# PKA-R1A activ: activates the PKA-R1A holoenzyme complex. 0.083% of 340,000 active. PKA-R1A dissociation, Cy5-IP20 fluorescence polarization; scaled: DMSO 0%, 113 µM cGMP 100%. P00514+P68181. activation, % at 11.4 µM;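 active means percent activation above the mean of all tested compounds plus 3 SD, cut at about 19% in these data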;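 further: higher means more PKAc released from R1A so a rise in polarization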
# HTR5A inv ctr: HTR5A inverse agonism, opioid heterodimer counter-screen; P47898; HTR5A cell line, luminescence; inhibition, % at 9.3 µM; 0.083% of 340,000 active; in the data active means inhibition mostly above about 23%, no sharp cut-off; inactive means mostly below about 18%;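 further: 0% = cells with DMSO and 100% = no-cell wells with DMSO; some compounds called inactive have numbers as strong as hits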
# DAGLB inhibitor: diacylglycerol lipase beta (human) inhibition | AID 504411 | inhibition, % at 5.17 µM | Q8NCG7 | HEK293T DAGLB membrane lysate, EnzChek fluorogenic substrate | 0.059% of 340,000 active; in the data active means inhibition above about 34%;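 further: 0% = enzyme with vehicle and 100% = wells lacking enzyme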
# Pemphigus Ab inh: human desmoglein-3 autoantibody binding inhibition; AID 588358; binding (percent of control), % at 10 µM; 0.48% of 310,000 active; DSG3-coupled beads, scFv-anti-DSG3-GFP binding, flow cytometry; active compounds read low; P32926;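 active means binding more than 3 SD below its plate's average and above zero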;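 further: hits lower antibody fragment binding to DSG3; some compounds called inactive have numbers as strong as hits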
# V-ATPase pH: alters yeast V-ATPase proton transport | response, % at 10 µM | S. cerevisiae, pHLuorin cytosolic pH fluorescence | 0.37% of 350,000 active; in the data active means response mostly above about 7.3%, no sharp cut-off; inactive means mostly below about 5.4%; further: actives read high; inactives centre near 0; some compounds called inactive have numbers as strong as hits; reference of the scale not given here
# An asterisk follows results filed as active; x = no result given.
no.	structure	HTR5A ag ctr	Arrestin-AP2 inh	MOR-DOR inv ag	PKA-R2B act	OPRM1-OPRD1 ag
1	CCOc1ccccc1N1CCN(c2nc(N)c(C#N)c(CC#N)c2C#N)CC1	4	12	-12	-6	2.1
2	CC1(C2CC2)NC(=O)N(CC(=O)Nc2ccccc2-c2ccccc2)C1=O (configuration not stated)	4	-3	-2	0	0.4
3	CCOC(=O)N1CCN(S(=O)(=O)N2CCCC(C(=O)NCCCN3CCCCC3)C2)CC1 (configuration not stated)	-2	-5	13	-9	-2.5
4	CC(C)OC(=O)CSc1nc(Cc2cccs2)nc2ccccc12	2	-4	1	-2	-0.2
5	CCO[C@@H]1OC(C(=O)NCc2ccccc2)=C[C@H](c2cn(C(C)=O)c3ccccc23)[C@H]1CCCO	-6	14	17	-9	-2.9
6	CCOC(=O)c1c(NC(=O)c2c(Br)cnn2C)c(C#N)nn1-c1ccccc1	2	3	8	-17	-1.8
7	O=C(CN1C(=O)c2ccccc2C1=O)Nc1cccnc1	-7	-3	8	6	-1.4
8	CC(C)(C)C1CCc2onc(C(=O)O)c2C1 (configuration not stated)	0	-5	7	3	-1.3
9	CCOC(=O)c1ccc(NC(=O)c2cc(F)c(F)cc2Cl)cc1	5	-1	-19	2	3.5
10	CC1=CN2C(=NC(=O)CC2(C)C(=O)N(CC(=O)NC2CCCC2)Cc2ccc(Cl)cc2)C=C1 (configuration not stated)	0	0	23	2	-3.8
11	Cc1cccc(C(=O)Nc2cccc3cccnc23)c1	-2	6	-10	3	2.1
12	Cc1cc(NO)nc(-c2ccc(Br)cc2)n1	4	-3	-17	1	3.2
13	CCOC(=O)c1ccccc1NS(=O)(=O)c1ccc(C)cc1	0	-2	3	6	-0.5
14	C[C@H](CO)N1C[C@H](C)[C@@H](CN(C)S(=O)(=O)c2ccccc2)Oc2ccc(NC(=O)C3CC3)cc2C1=O	-1	12	10	0	-2.1
15	O=C(Nc1ccccc1N1CCOCC1)c1ccc([N+](=O)[O-])cc1	-1	11	-2	-4	0.4

no.	PKA-R1A activ	HTR5A inv ctr	DAGLB inhibitor	Pemphigus Ab inh	V-ATPase pH
1	-9	-13	4	111	-6
2	1	-10	1	98	-3
3	7	8	-2	99	2
4	-6	7	-4	108	0
5	-1	-41	-4	95	-3
6	-1	-3	-12	122	1
7	4	2	1	107	-2
8	4	0	-2	100	1
9	-12	8	-6	101	1
10	9	-2	1	90	-1
11	1	9	-6	95	-1
12	-2	27	0	97	5
13	0	13	-8	100	-1
14	1	5	-2	105	-1
15	-2	3	-1	x	-4

# Compound profiles (already shown).
# CC1(C2CC2)NC(=O)N(CC(=O)Nc2ccccc2-c2ccccc2)C1=O (configuration not stated) is listed as HTR5A ag ctr = 4; Arrestin-AP2 inh = -3; MOR-DOR inv ag = -2; PKA-R2B act = 0; OPRM1-OPRD1 ag = 0.4; PKA-R1A activ = 1; HTR5A inv ctr = -10; DAGLB inhibitor = 1; Pemphigus Ab inh = 98; V-ATPase pH = -3
# O=C(CN1C(=O)c2ccccc2C1=O)Nc1cccnc1 is listed as HTR5A ag ctr = -7; Arrestin-AP2 inh = -3; MOR-DOR inv ag = 8; PKA-R2B act = 6; OPRM1-OPRD1 ag = -1.4; PKA-R1A activ = 4; HTR5A inv ctr = 2; DAGLB inhibitor = 1; Pemphigus Ab inh = 107; V-ATPase pH = -2

# New compounds follow.
no.	structure	HTR5A ag ctr	Arrestin-AP2 inh	MOR-DOR inv ag	PKA-R2B act	OPRM1-OPRD1 ag
16	Cc1ccc(S(=O)(=O)N(CC(=O)Nc2ccc(C)cc2C)C(=O)N2CCN(C)CC2)cc1	-1	-6	17	-11	-2.7
17	Cc1ccc(OCC(=O)Nc2ccc3c(c2)nc(CCN2CCCCC2)n3C)cc1	4	-9	16	3	-3.1
18	Clc1nc(-c2ccccn2)nc2scc(-c3ccccc3)c12	1	0	18	-4	-3.3
19	Cc1cc(C(=O)N/N=C2\CC(=O)CC(C)(C)C2)n[nH]1	-11	5	-2	-1	0.3
20	O=C(O)C1(NS(=O)(=O)c2ccc(Cl)cc2)CCCCC1	0	11	-1	-6	0.3
21	C/C(=N/NC(=O)c1nnn(-c2nonc2N)c1-c1ccccc1)c1ccc2c(c1)OCO2	6	32	6	-3	-0.9
22	Cc1cc(C(=O)N2CCCC(C(=O)c3ccc(Oc4ccccc4)cc3)C2)n[nH]1 (configuration not stated)	3	4	0	6	0.0
23	Cn1c(NC(=O)c2ccc(F)cc2)nc2ccccc21	-5	-6	13	-13	-2.6
24	Cn1cc(C=O)c2cc(F)ccc21	-1	15	13	-6	-2.6
25	Cc1ccc(-c2nn(-c3ccccc3)cc2C(=O)N2CCN(C3CCS(=O)(=O)C3)CC2)cc1 (configuration not stated)	3	-5	6	3	-1.5
26	O=C(COC(=O)C1CC1)NCc1ccc(Cl)cc1Cl	-3	-9	8	-2	-2.1
27	O=C(COC(=O)CC12CC3CC(CC(C3)C1)C2)Nc1cccnc1Cl	3	0	-26	-9	5.6
28	Cc1cc(C)nc(SCC(CSc2nc(C)cc(C)n2)C(=O)O)n1	4	-10	19	-5	-3.6
29	O=C(NC(Cc1ccccc1)C(=O)N1CCCC(C(F)(F)F)C1)c1ccccc1 (configuration not stated)	1	-5	14	-12	-2.6
30	CC(C)CNC1CS(=O)(=O)CC1O (configuration not stated)	2	-4	8	-6	-1.5

no.	PKA-R1A activ	HTR5A inv ctr	DAGLB inhibitor	Pemphigus Ab inh	V-ATPase pH
16	-5	-3	-3	95	3
17	-16	-26	2	81	0
18	-3	11	2	129	10
19	-5	28	2	101	0
20	-5	1	0	101	1
21	4	-16	-3	x	1
22	-5	32	-4	99	3
23	-11	3	-1	114	-1
24	-4	-17	-3	102	3
25	-3	-8	0	102	-1
26	-8	-12	-3	102	1
27	5	-7	-2	123	1
28	-6	-11	0	104	-1
29	-3	3	2	93	1
30	-14	-6	0	96	-2

# Carrying on:
no.	structure	HTR5A ag ctr	Arrestin-AP2 inh	MOR-DOR inv ag	PKA-R2B act	OPRM1-OPRD1 ag
31	Cc1ccc(NC(=O)CCc2c(C)nn(-c3ccc(N4CCOCC4)nn3)c2C)cc1C	3	-3	13	8	-2.5
32	COc1ccc(CNC(=O)C[C@H]2C[C@H](C(=O)N3CCCCC3)[C@@]3(C)c4[nH]c5cc(CCC(=O)N(C)C)ccc5c4CCN3C2=O)cc1OC	-1	5	13	4	-2.6
33	COc1ccc(-c2cc(C(=O)NC(C)C)no2)cc1	9	4	-12	-5	2.2
34	Cc1ccc(-n2c(Cc3cccs3)nnc2SCC(N)=O)cc1	-2	26	5	-11	-0.9
35	CC(=O)Nc1ccc(/C=N/NC(=O)c2cccs2)cc1	-1	38	19	-1	-3.6
36	COc1ccc(NC(=O)c2cc(C)no2)cc1OC	-3	-3	16	0	-3.0
37	CCOC(=O)c1sc(NC(=O)CSc2nnc(C)s2)c(C(=O)OCC)c1C	-4	-8	6	2	-1.2
38	CCCP(=O)(CCC)CCP(=O)(c1ccccc1)c1ccccc1	2	-6	11	2	-1.9
39	CCN(CC)C(=O)C(C)N(C#N)c1nc(SC)nc(N(C)C)n1 (configuration not stated)	-2	4	1	-1	-0.1
40	CNC(=O)COc1coc(CN2CCN(c3ccc(F)cc3)CC2)cc1=O	5	-22	16	-5	-3.0
41	COc1cccc(CNC(=O)CSc2ccc(-c3cccs3)nn2)c1	0	-1	2	-6	-0.4
42	O=C(Nc1ccc(F)cc1F)c1ccco1	0	21	3	6	-0.5
43	O=C(c1ccco1)c1cn(CC(=O)N2CCCCCC2)c2ccccc12	4	4	4	3	-0.8
44	CC(O)C1CCC2C3CC[C@H]4CC(O)CCC4(C)C3CC3(OCCO3)C12C (some centres not stated)	-4	-4	0	-4	0.1
45	CC(C)=CCc1c(O)ccc(C(=O)Cc2ccccc2)c1O	0	9	-19	-8	4.1

no.	PKA-R1A activ	HTR5A inv ctr	DAGLB inhibitor	Pemphigus Ab inh	V-ATPase pH
31	-4	-4	-1	x	4
32	-7	5	-3	102	3
33	5	-30	0	103	-3
34	-6	-12	-1	97	-1
35	7	1	-3	101	0
36	-1	9	0	93	3
37	-8	10	0	97	2
38	0	-19	-1	x	-1
39	6	-11	1	109	0
40	-13	19	1	101	-1
41	-2	6	0	116	1
42	24*	-8	-1	91	x
43	-6	38	-1	78	-1
44	4	-9	7	98	1
45	-3	5	-5	120	-2

# Marked active in PKA-R1A activ, among the entries above:
cpd	Molecule	Arrestin-AP2 inh	MOR-DOR inv ag	PKA-R2B act	OPRM1-OPRD1 ag	PKA-R1A activ	DAGLB inhibitor	Pemphigus Ab inh	V-ATPase pH
42	O=C(Nc1ccc(F)cc1F)c1ccco1	21	3	6	-0.5	24*	-1	91	x

# Carrying on.
no.	structure	HTR5A ag ctr	Arrestin-AP2 inh	MOR-DOR inv ag	PKA-R2B act	OPRM1-OPRD1 ag
46	N#CCCN(Cc1ccccc1)S(=O)(=O)c1cccs1	-1	-1	17	4	-3.9
47	COc1ccc(-c2csc(Nc3cccc(C)n3)n2)cc1	4	13	-23	-5	4.1
48	CCCn1c(CC)nc([N+](=O)[O-])c1Sc1ccc(F)cc1	1	0	14	-15	-2.7
49	CCCn1cc2c(c1-c1ccc(C)cc1)c(=O)n(C)c(=O)n2C	-3	-4	11	4	-1.6
50	COc1cc(C(=O)N/C(=C\c2cn(C)c3ccccc23)C(=O)NCCCN2CCOCC2)cc(OC)c1OC	0	-4	1	5	-0.1
51	O=C(CSC1=NCCS1)N1N=C(c2cccs2)CC1c1ccc(F)cc1 (configuration not stated)	x	x	x	1	x
52	COc1ccc(-c2nc(C#N)c(NCc3ccccc3Cl)o2)cc1	0	3	-21	5	3.8
53	CCOc1ccc(-c2nc(CSCC(=O)NC3CC3)c(C)o2)cc1	2	-2	16	7	-3.2
54	Cc1cc(=O)oc2c(C)c(OCC(=O)NCCCN3CCCC3=O)ccc12	3	-5	14	4	-2.8
55	O=C(CCCc1ccncc1)c1ccccc1	1	13	15	3	-3.1
56	COc1cccc(NC(=O)CN(C)S(=O)(=O)c2ccc3c(c2)n(C)c(=O)c(=O)n3C)c1	4	-9	-1	6	0.1
57	Cn1cccc1C(=O)N1CCN(S(=O)(=O)c2ccccc2)CC1	2	4	1	-11	-0.1
58	COc1ccc2occ(NC(C)=O)c2c1	1	4	-9	-1	1.8

no.	PKA-R1A activ	HTR5A inv ctr	DAGLB inhibitor	Pemphigus Ab inh	V-ATPase pH
46	2	4	-3	89	-2
47	-2	7	-3	115	-3
48	2	-3	-1	x	0
49	5	7	0	92	0
50	-13	-6	3	96	0
51	-7	x	-5	107	0
52	-10	-9	-5	x	-2
53	-10	0	0	104	-1
54	1	5	-1	88	1
55	8	-4	2	x	3
56	-10	-14	-1	99	-2
57	-11	-3	-1	99	2
58	5	-4	0	x	1
